Screening data deposited in PubChem by several laboratories.
Salmonella PhoP GFP: PhoP-dependent GFP reporter repression – Salmonella Typhimurium, primary screen (AID 1863); S. Typhimurium PhoP-regulated promoter GFP reporter, 4 h; higher % means a stronger effect; 300,000 compounds, 0.16% hits; inhibition, % at 50 µM, or IC50 in µM where a hit was titrated;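 active = inhibition over 29.93%, a cutoff 3 SD above the screen mean, later confirmed by dose response; inconclusive = inhibition over 29.93% but no dose response follow-up; inactive = inhibition at most 29.93% or unconfirmed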;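 note: 0% = low Mg2+ inducing control and 100% = high Mg2+ repressing control; strong numbers were not always called active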
K1F lysis inhibition: inhibition of K1F phage lysis, E. coli UTI89, bacterial capsule biogenesis inhibitors, alamar blue (AID 488966). 340,000 compounds, 0.02% hits. E. coli UTI89 K1F phage lysis, alamar blue, 2 h; higher % means a stronger effect. inhibition, % at 100 µM, or IC50 in µM where a hit was titrated;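 active = phage lysis inhibition, versus mean bacterial control, above a set limit; inconclusive = no clear call, values can overlap the other calls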;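 note: capsule biogenesis inhibitors block K1F phage lysis so surviving cells raise fluorescence; higher fluorescence means more inhibition of phage lysis; actives were called in the ten point dose series up to 300 µM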
Rac1 GTP hydrolysis: MgcRacGAP GTPase-activating activity inhibitors, confirmation, biochemical, ADP Hunter fluorescence. MgcRacGAP-stimulated Rac1 GTP hydrolysis, ADP Hunter fluorescence; higher % means a stronger effect; GST-tagged Rac1 F28L mutant substrate. inhibition, % at 30 µM, or IC50 in µM where a hit was titrated. 340,000 compounds, 0.6% hits;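 active = first-screen hits whose inhibition reached a set limit at any dose in the follow-up dose series; inconclusive = inhibition above the set first-screen limit but never retested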;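 note: fluorescence reports GDP produced by GAP-driven GTP hydrolysis; strong numbers were not always called active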
SV40 large T antigen: TAg ATPase/helicase activity blockers – biochemical (AID 1903). SV40 large T antigen ATPase/helicase inhibition assay; higher % means a stronger effect. inhibition, % at 20 µM; hits with a dose series show IC50 in µM. 310,000 compounds, 0.39% hits; in the data active = a potency from the dose series; inconclusive = inhibition mostly from about 32% at the one dose, without a potency; inactive = the rest, 99 in 100 with inhibition below about 32%; note: strong numbers were not always called active
T cell modulator: T cell immune modulation candidate. 2C CD8+ T cell-vesicle binding, flow cytometry; stronger effect = lower value. calls only at 7 µM. 330,000 compounds, 0.068% hits;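 active = response, share of CD8 T cells binding vesicles, and their 90th percentile fluorescence all below set limits, cut at about 80% in these data, passing the limit was not always enough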
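Read-out – percent CD8+ FL2 mean versus row control · System – murine 2C transgenic CD8+ T lymphocytes · Times – 1.5 h cell–vesicle binding at 37 °C, then 20 min icy labelling · Control set – naked vesicles low, QL9 vesicles with vehicle high · Detection – cytometric PE anti-B7-1 and Alexa647 anti-CD8 signals after 1% paraformaldehyde fixation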
Dengue-2 NS5 capping: flavivirus cap methylation enzyme inhibition – biochemical, confirmation dose response, primary screen (AID 588689); Dengue-2 NS5 methyltransferase capping enzyme assay, biochemical; higher % means a stronger effect; inhibition, % at 25 µM, or IC50 in µM where a hit was titrated; 340,000 compounds, 0.3% hits; in the data active = a potency from the dose series; inconclusive = inhibition above about 29% without an active follow-up result
RSV antiviral HEp-2: RSV antiviral activity via CPE protection, HEp-2 cells, primary 10 µM value included (AID 2391). CPE inhibition, % at 10 µM, or IC50 in µM where a hit was titrated. 310,000 compounds, 0.13% hits. HEp-2 cells, RSV-induced CPE inhibition; higher % means a stronger effect; in the data active = a potency from the dose series; inconclusive = CPE inhibition mostly from about 23% at the one dose, without a potency; inactive = the rest, 99 in 100 with CPE inhibition below about 21%; note: strong numbers were not always called active
West Nile virus CPE: West Nile virus antiviral activity, cell-based, CPE readout (AID 1621); West Nile virus-infected cells, CPE inhibition; higher % means a stronger effect; CPE inhibition, % at 10 µM; hits with a dose series show IC50 in µM; 290,000 compounds, 0.02% hits; in the data active = a potency from the dose series; inconclusive = CPE inhibition mostly from about 3.7% at the one dose, without a potency; inactive = the rest, 99 in 100 with CPE inhibition below about 2.2%; note: strong numbers were not always called active
NTR1 ag: NTR1-driven beta-arrestin-GFP spot formation – imaging, U2OS cells, high content, primary screen (AID 493036); 330,000 compounds, 0.17% hits; P30989; activation, % at 20 µM; agonist mode;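 active = activation at or above 40% of the spot to cytoplasm intensity ratio, with at least 20 cells analyzed; inconclusive = wells under 20 cells, flagged as cytotoxic or low count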;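 note: 0% = DMSO without peptide and 100% = 100 nM NTR1 peptide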
Target sequence (P30989 whole entry, looked up): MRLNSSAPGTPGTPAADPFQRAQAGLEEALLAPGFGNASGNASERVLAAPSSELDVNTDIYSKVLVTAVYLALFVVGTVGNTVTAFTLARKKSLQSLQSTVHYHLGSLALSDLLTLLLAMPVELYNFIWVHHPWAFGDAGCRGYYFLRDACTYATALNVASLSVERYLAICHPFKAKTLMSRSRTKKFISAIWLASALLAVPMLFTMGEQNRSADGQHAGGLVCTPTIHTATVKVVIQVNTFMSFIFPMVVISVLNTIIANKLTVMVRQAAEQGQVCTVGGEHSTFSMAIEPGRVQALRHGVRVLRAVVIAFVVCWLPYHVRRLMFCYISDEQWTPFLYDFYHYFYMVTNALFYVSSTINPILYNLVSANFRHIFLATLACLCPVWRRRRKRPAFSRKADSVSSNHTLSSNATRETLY
T cell modulator vesicle-bound %: recorded beside T cell modulator, whose call it bears; double positive events, %; measured here: CD8+ vesicle-bound cell fraction;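 binding gate set so that unloaded-vesicle control wells show 10% double positive cells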
NTR1 ag cell count 20 µM: further read-out of NTR1 ag, marked with its call; cell count; measured here: cell count, cytotoxicity flag
* = called active by the depositor; i = inactive; ? = inconclusive; nt = no result given; & = joins results of further samples; [ ] = dose if it differs, or a comment.

SMILES	Salmonella PhoP GFP	K1F lysis inhibition	Rac1 GTP hydrolysis	SV40 large T antigen	T cell modulator	T cell modulator vesicle-bound %	Dengue-2 NS5 capping	RSV antiviral HEp-2	West Nile virus CPE	NTR1 ag	NTR1 ag cell count 20 µM
O=C1CCCC(O)=C1N=Nc1ccc(S(=O)(=O)N2CCOCC2)cc1	-6%	0.3%	12%	31%	i	52	5%	1.2%	-0.1%	1.0	51
COc1cccc(C(=O)C2CCCN(C(=O)c3ccccn3)C2)c1 (centres undefined)	0%	0.2%	9%	10%	i	47	-7%	1.0%	-1.0%	-0.4	46
COC(=O)c1cc2c(cc1N)OCCO2	3%	0.5%	6%	9%	i	36	3%	-1.5%	1.6%	3.0	51
CCOC(=O)COc1ccsc1C(=O)OC	13%	-0.1%	2%	16%	i	18	-6%	3.0%	-0.1%	1.5	87
CC(=O)c1cccc(NC(=O)Cn2cnc(S(=O)(=O)N3CCCC3)c2)c1	-1%	0.3%	6%	16%	i	53	4%	0.5%	-0.1%	-0.7	90
O=C(Nc1ccccc1C(=O)NC1CC1)c1ccccc1F	nt	-0.1%[50 µM]	1%	nt	i	41	-3%	nt	nt	0.1	52
CCOc1ccc(N2C(=O)C(Cl)=C(N3CCOCC3)C2=O)cc1	1%	-0.6%	14%	17%	i	54	29µM*	1.3%	-0.7%	1.2	68
CN1C(=O)C(CC(=O)Nc2ccc(F)cc2)N(Cc2ccco2)C1=S (centres undefined)	-6%	1.2%	3%	5%	i	50	-10%	-1.1%	-0.2%	1.6	44
CCN(CC)CCNC(=O)c1ccc(NC(=O)c2cccc(S(=O)(=O)N3CCc4ccccc43)c2)cc1	nt	0.2%[50 µM]	11%	nt	nt	nt	-7%	nt	nt	4.4	64
Cc1ccc(S(=O)(=O)N(C)C)cc1NC(=S)N1CCc2ccccc21	6%	-0.1%	7%	6%	i	12	-1%	10%	-0.6%	2.4	42
COC(=O)[C@H]1C[C@@H]1[C@H](NS(=O)(=O)c1ccc2ccccc2c1)c1ccccc1	0%	1.3%	-4%	18%	nt	nt	-5%	-0.5%	-0.2%	1.7	61
CSc1cccc(CNC(=O)CC2C(=O)NCCN2CC(C)(C)C)c1 (centres undefined)	-7%	1.3%	5%	0%	i	39	7%	-0.3%	-0.5%	3.0	33
CCOc1ccc(N(CC(=O)Nc2ccccc2C)S(=O)(=O)c2c(C)[nH]c(=O)[nH]c2=O)cc1	1%	-0.1%[50 µM]	0%	17%	i	30	-14%	0.3%	0.4%	1.5	75
O=C(Cc1c(Sc2ccccc2)c2ccccc2n1Cc1ccccc1)NCCO	-6%	0.0%	12%	5%	i	54	-11%	10%	-0.4%	31	83
CC(SC1=NCCS1)C(=O)Nc1nnc(-c2ccc(Br)cc2)s1 (centres undefined)	-13%	-0.7%	9%	14%	i	32	-3%	8.0%	0.3%	10	103
COc1ccccc1N1CCN(C(=O)c2cc3c(s2)CCCCC3)CC1	2%	1.4%[50 µM]	11%	19%	i	18	-2%	20%	-0.7%	4.6	62
CCOc1ccc(C(=O)/C=C/c2ccc(OC)c(OC)c2)cc1	-6%	-0.1%	10%	8%	i	24	-9%	13%	-0.2%	5.9	72
CS(=O)(=O)c1ccc2nc(NC(=O)c3ccc(NS(=O)(=O)c4cccc([N+](=O)[O-])c4)cc3)sc2c1	-7%	0.9%	-14%	16%	i	26	-4%	3.6%	0.5%	1.4	58
CC1CCN(S(=O)(=O)c2ccc(C(=O)N3CCCC3C(=O)O)cc2)CC1 (centres undefined)	nt	0.6%[50 µM]	-2%	nt	i	42	-2%	nt	nt	0.2	67
O=C(NCc1csc(-c2cccs2)n1)C1CC1	-7%	-0.5%	9%	1%	i	28	2%	nt	-0.1%	-0.4	41
Cc1ccccc1NCc1ccc(O)c2ncccc12	-2%	0.1%	1%	1%	i	26	-23%	-0.3%	0.4%	-0.7	51
O=C(Nc1ccc(F)cc1)OCCOc1ccc([N+](=O)[O-])cc1	-2%	0.5%	-2%	3%	i	23	-2%	1.0%	-0.5%	-0.4	84
Cc1cc(OCC(=O)Nc2cccnc2)c2c(C)cc(=O)oc2c1	-11%	0.2%	8%	8%	i	57	-9%	2.9%	-0.2%	0.7	61
CN1CN=C(NS(=O)(=O)c2ccc([N+](=O)[O-])cc2)NC1	12%	-0.1%	5%	2%	i	56	3%	0.0%	-0.4%	-0.7	61
CC(C)n1cnc2cc(NCc3ccccn3)ccc21	-3%	7.8%	14%	14%	i	52	-7%	1.3%	1.4%	-1.0	66
COCCN(C(=S)Nc1cc(C)cc(C)c1)C(C)c1cccs1 (centres undefined)	4%	-0.1%	10%	7%	i	36	-5%	2.1%	-0.3%	2.1	52
CC(=O)NC(NC(=S)Nc1c(C)n(C)n(-c2ccccc2)c1=O)C(Cl)(Cl)Cl (centres undefined)	0%	-0.2%	3%	1%	nt	nt	-7%	nt	0.3%	nt	nt
CCOC(=O)c1ccc(Nc2nc(N3CCOCC3)nc(N3CCOCC3)n2)cc1	-2%	0.1%	11%	-8%	i	19	1%	-1.4%	0.2%	7.7	66
CCCc1cc(CN(C)C(=O)CC2C(=O)NCCN2Cc2ccccc2C)[nH]n1 (centres undefined)	-3%	0.6%[50 µM]	5%	9%	i	68	-2%	1.0%	-0.6%	2.2	62
O=C(CCc1ccc(S(=O)(=O)NC2CCCCC2)cc1)N(Cc1ccccc1)Cc1ccccc1	4%	-0.3%	11%	9%	i	15	6%	9.0%	-0.8%	3.2	40
c1cncc(-c2nnc3sc(C4CCCCC4)nn23)c1	3%	1.4%	12%	26%	i	12	3%	0.5%	-0.2%	-0.5	32
C/C(=N\NC(=O)c1cc(C)nc2ccccc12)c1cccs1	3%	0.5%[50 µM]	5%	7%	i	47	-5%	-0.4%	-0.6%	-0.2	45
CCOC(=O)c1cc2sccc2n1CC(=O)Nc1ccc(OC)cc1	-23%	0.3%	2%	3%	i	12	-6%	-1.6%	0.0%	-1.0	80
COc1ccc(NC(=O)N2CCCC2C(=O)NCc2ccccc2Cl)cc1 (centres undefined)	3%	0.4%	14%	-13%	i	54	4%	-0.5%	0.1%	0.1	49
Cc1ccnc(NC(=O)c2cccc(S(=O)(=O)N3CCN(c4ccccc4)CC3)c2)c1	9%	0.8%[50 µM]	9%	21%	i	54	-4%	44%	nt	-0.3	54
CCC(NC(=O)CNC(=O)CNC(=O)c1ccc(Cl)cc1Cl)c1ccc(C)cc1 (centres undefined)	-3%	0.1%	4%	5%	i	48	0%	2.3%	-0.4%	-0.4	54
CCCCn1c(SCC(=O)N2CC(C)CC(C)C2)nc2cc(S(N)(=O)=O)ccc21 (centres undefined)	2%	9.2%	-2%	16%	i	36	-6%	1.9%	-0.2%	7.2	77
C/C(N)=C(/C#N)C(=O)CSc1nc2ccccc2[nH]1	-2%	0.8%	5%	11%	i	10	-5%	-0.1%	0.1%	-0.7	72
CCOC(=O)C1(Cc2cccc(OC)c2)CCCN(C(=O)CCN2CCCO2)C1 (centres undefined)	2%	1.1%[50 µM]	4%	10%	i	23	5%	0.5%	-0.2%	-1.0	48
NC(=O)c1ccc(N2CCC(C(N)=O)CC2)c([N+](=O)[O-])c1	-5%	3.5%[50 µM]	11%	4%	i	56	-9%	-0.9%	-0.4%	-0.6	64
CC(C)NC(=O)Nc1ccc2c(c1)C(=O)N([C@H](C)CO)C[C@@H](C)[C@@H](CN(C)C(=O)NC1CCCCC1)O2	nt	1.5%	11%	nt	i	15	7%	nt	nt	0.1	47
COCCn1nnnc1C(c1ccccn1)N1CCN(c2cccc(C)c2C)CC1 (centres undefined)	4%	3.2%	2%	9%	i	61	-3%	-1.2%	-0.5%	-0.7	47
CCn1nc(C)c(CN2CCC(n3nccc3NC(=O)Cc3ccccc3)CC2)c1C	2%	0.6%[50 µM]	10%	9%	i	70	-1%	-1.0%	-0.3%	-0.6	56
O=C(O)C1CC=CCC1C(=O)NC1CCCCC1 (centres undefined)	-3%	-0.3%	7%	21%	i	52	-1%	0.4%	0.2%	0.2	55
CCSc1nnc(NC(=O)/C=C/c2ccco2)s1	-7%	-0.3%	9%	21%	i	15	-5%	2.9%	0.3%	-0.2	29
COc1ccc(CN2CCCC(CNC(=O)c3ccc(F)cc3)C2)c(F)c1 (centres undefined)	9%	0.7%	9%	4%	i	33	1%	-1.2%	-1.3%	0.5	86
Cc1ccccc1-c1nc(CN2CCC(C(=O)NCc3cccs3)CC2)c(C)o1	3%	2.9%	0%	4%	i	10	-5%	0.3%	-0.6%	2.4	83
COc1ccc(N(CC(=O)NC2CCCCCCC2)S(=O)(=O)c2c(C)nn(C)c2C)cc1	5%	-2.1%	-4%	2%&4%	i	24	0%	-0.6%	-0.5%	0.6	77
CCOc1ccccc1NC(=O)Cn1nnc(-c2ccc(OCC)c(OCC)c2)n1	3%	4.3%	7%	3%	i	10	1%	0.3%	?	-1.2	65
COc1cccc(C(=O)Nc2cc(C(F)(F)F)ccc2Cl)c1	-9%	0.7%	6%	0%	i	50	-1%	0.1%	-0.4%	2.4	69
O=C(Nc1ccc(F)cc1F)C1CCN(C(=O)c2ccc(Br)cc2)CC1	-6%	-0.4%	2%	2%	i	62	nt	3.0%	-0.4%	-1.0	97
O=C(CSC1=NC2(CCCCCC2)N=C1c1ccccc1)Nc1ccc2c(c1)OCCO2	-6%	-1.3%	6%	18%	i	62	1%	7.6%	nt	0.9	51
Cc1cc(C)n(Cc2ccccc2)c(=O)c1S(=O)(=O)c1ccccc1	-5%	0.5%	6%	15%	i	50	0%	1.2%	-0.1%	0.4	53
COC(CNC(=O)CN1CCN(Cc2ccccc2F)C1=O)OC	3%	0.1%	-3%	3%	i	51	-9%	0.5%	0.2%	3.4	48
